OXTR potentiate: potentiators of human oxytocin receptor; CHO-OTR cells, Fluo-8 calcium fluorescence, potentiator mode; 0% = oxytocin EC15, 100% = EC100; activation, % at 3 µM; hit rate 0.061% among 320,000; AID 2445;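 active means activation above that plate's cutoff, the mean activation of tested compounds plus 3 SD, cut at about 6.6% in these data, passing the limit was not always enough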;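 further: 100% uses oxytocin at 75 nM as the full agonist control; some results filed as inactive read as strong as hits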
Target sequence (P30559 whole entry, looked up): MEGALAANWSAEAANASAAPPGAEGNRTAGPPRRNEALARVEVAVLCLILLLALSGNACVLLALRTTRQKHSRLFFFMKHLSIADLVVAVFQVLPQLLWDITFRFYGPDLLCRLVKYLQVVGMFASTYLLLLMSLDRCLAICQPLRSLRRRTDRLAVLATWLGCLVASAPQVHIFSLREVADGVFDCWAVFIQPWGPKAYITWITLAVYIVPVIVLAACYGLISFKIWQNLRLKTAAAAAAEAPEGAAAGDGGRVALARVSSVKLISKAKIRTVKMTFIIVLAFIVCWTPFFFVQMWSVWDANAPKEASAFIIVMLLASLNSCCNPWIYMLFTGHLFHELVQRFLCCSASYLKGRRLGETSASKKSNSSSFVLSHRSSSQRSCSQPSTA
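System: human OTR in CHO cells / Also added: sub-maximal oxytocin, roughly EC15 / Control set: EC15 oxytocin low, 75 nM oxytocin high / Schedule: 6 min compound pre-incubation at room temperature, 100 s kinetic read / Compound: single-point 3.0 µM / Replication: singlicate / Technique: Fluo-8 calcium dye fluorescence / Read-out basis: % activation of max/min ratio relative to oxytocin controls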
GalR3 antagonist: human GalR3 antagonism; O60755; HEK293 GalR3-CNG cAMP membrane potential fluorescence; galR3 body fused to GalR1 C-terminus; inhibition, % at 3 µM; hit rate 0.44% among 360,000;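 active means inhibition above the screen-wide average plus 3 SD, cut at about 13% in these data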;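 further: forskolin and galanin both at EC90 stimulate the cells; cAMP rise reported by CNG channel membrane potential dye signal; 0% = forskolin plus galanin with DMSO and 100% = forskolin alone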
Target sequence (O60755 1-299 limits assumed): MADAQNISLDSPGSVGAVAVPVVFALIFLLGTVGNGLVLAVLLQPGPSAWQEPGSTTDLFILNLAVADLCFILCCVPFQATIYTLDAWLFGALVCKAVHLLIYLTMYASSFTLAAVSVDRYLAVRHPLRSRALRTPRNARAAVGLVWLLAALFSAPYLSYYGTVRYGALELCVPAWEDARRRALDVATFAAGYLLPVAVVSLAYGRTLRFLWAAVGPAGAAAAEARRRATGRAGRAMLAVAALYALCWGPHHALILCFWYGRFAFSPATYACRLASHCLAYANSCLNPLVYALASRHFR
M18AAP inhibitor: blocks P. falciparum M18 aspartyl aminopeptidase; recombinant PfM18AAP, H-Glu-NHMec fluorogenic cleavage; inhibition, % at 7.35 µM; hit rate 1.2% among 290,000;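 active means inhibition above the campaign mean inhibition over all tested compounds plus 3 SD, cut at about 28% in these data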;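 further: 0% = plate median of test compound wells and 100% = 2 mM ZnCl2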
NALP1 yeast inh: blocks the NALP1 inflammasome reconstituted in yeast; inhibition, % at 10 µM; S. cerevisiae NALP1/ASC/caspase-1 growth, X-gal OD620, 72 h; hit rate 0.61% among 280,000; in the data active means inhibition mostly above about 24%, no sharp cut-off; inactive means mostly below about 32%; further: some compounds called inactive have numbers as strong as hits
MEKK2 mut-MEK5: signal of MEK5 binding to mutant human MEKK2 PB1 domain; bead flow cytometry, Alexa488-MEK5 binding to MEKK2 mutant; percent response, % at 10 µM; hit rate 0.35% among 290,000; in the data active means percent response above about 24%, passing the limit was not always enough; further: inactives centre near 1; some results filed as inactive read as strong as hits
V1aR counter: V1a receptor agonism, counter-screen for OXTR agonists; activation, % at 3 µM; P37288; hit rate 0.25% among 320,000; CHO-V1R cells, Fluo-8 calcium fluorescence, agonist mode; 0% DMSO, 100% 3 nM vasopressin;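 active means activation above the mean activation of all tested compounds plus 3 SD, per screening run, cut at about 20% in these data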;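 further: signal is peak over basal fluorescence ratio across a 100 second FLIPR read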
MEKK2 WT-MEK5: raises or lowers MEK5 binding to wildtype human MEKK2 PB1 domain. binding response (% of control), % at 10 µM. bead flow cytometry, Alexa488-MEK5 binding to MEKK2 WT; actives lie on both sides. hit rate 1.1% among 290,000; in the data active means binding response below about 67% or above about 130%
GPR7 antagonist: antagonists of human GPR7 (neuropeptides B/W receptor 1) | P48145 | GPR7-expressing cells, fluorescence antagonist assay | inhibition, % at 4.4 µM | hit rate 1.1% among 290,000; in the data active means inhibition above about 16%, passing the limit was not always enough;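 further: cells stimulated with the agonist NPW; 0% = agonist with vehicle and 100% = vehicle without agonist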
Target sequence (P48145 whole entry, looked up): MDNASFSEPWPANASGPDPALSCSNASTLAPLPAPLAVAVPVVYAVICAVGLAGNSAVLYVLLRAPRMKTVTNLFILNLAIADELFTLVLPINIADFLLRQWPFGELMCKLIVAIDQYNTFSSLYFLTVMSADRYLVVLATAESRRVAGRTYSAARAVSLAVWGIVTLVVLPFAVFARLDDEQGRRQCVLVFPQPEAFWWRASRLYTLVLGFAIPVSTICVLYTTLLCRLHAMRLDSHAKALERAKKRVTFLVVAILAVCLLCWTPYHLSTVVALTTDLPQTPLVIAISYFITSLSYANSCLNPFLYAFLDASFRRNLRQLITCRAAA
OXTR agonist: human OXTR agonism; P30559; CHO-OTR cells, Fluo-8 calcium fluorescence; normalized: DMSO 0%, oxytocin 100%; activation, % at 3 µM; hit rate 0.32% among 320,000;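 active means activation above the mean of all tested compounds plus 3 SD, cutoff set per screening run, cut at about 20% in these data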;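 further: peak over basal fluorescence ratio from a 100 s FLIPR kinetic read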
* hit, by the source's call; . = no result given. Rows are unselected; overall some 4.1% were active at least once.

SMILES | OXTR potentiate | GalR3 antagonist | M18AAP inhibitor | NALP1 yeast inh | MEKK2 mut-MEK5 | V1aR counter | MEKK2 WT-MEK5 | GPR7 antagonist | OXTR agonist
COc1ccc(NC(=O)N2CCCCCC2)cc1OC | 1 | -5 | 1 | 19 | -1 | 1.4 | 98 | -24 | 0.0
CC(C)Oc1ccc(C(CC(=O)O)NC(=O)CSc2ncn[nH]2)cc1 (stereo unspecified) | -5 | -2 | 7 | 5 | 2 | 0.8 | 104 | -2 | 0.8
O=S(=O)(N/N=C\c1cccnc1)c1ccccc1 | -1 | 2 | 8 | 27 | -1 | 0.5 | 112 | -7 | 0.6
Cc1nn(Cc2c(Cl)cccc2Cl)c(Cl)c1/C=C/C(=O)OCC(=O)NCC(F)(F)F | -1 | -1 | -8 | 2 | 2 | -0.1 | 99 | 2 | 1.1
Fc1ccc(C2=Nn3c(Cc4ccccc4)nnc3SC2)cc1 | -4 | -3 | 9 | 11 | 2 | -0.1 | 101 | 3 | -0.8
O=C1CC2C(CC(OC(=O)c3ccc(-c4ccccc4)cc3)C2CO)O1 (stereo unspecified) | -18 | 1 | -9 | 16 | 3 | 13 | 107 | -7 | 5.2
Cc1ccc(NC(=O)CN2CCC(Cc3ccccc3)CC2)cc1S(=O)(=O)N(C)C | -25 | -7 | 7 | 11 | 5 | 5.6 | 121 | 2 | 1.4
CCc1ccc2[nH]c(C(=O)Nc3ccc(F)cc3Br)cc2c1 | -7 | -9 | -4 | 12 | 3 | 1.1 | 102 | -19 | 0.8
COc1ccc(NC2=C(C(C)=O)C(c3ccc(N(C)C)cc3)C(C(C)=O)C(C)(O)C2)cc1 (stereo unspecified) | -1 | -5 | 11 | 5 | -11 | 1.2 | 90 | -5 | -0.5
N#CC1=C(Nc2ccccc2)SC=C(c2ccccc2)N=C1N1CCOCC1 | . | -4 | 1 | 12 | . | . | . | 4 | .
CC(C)(C)c1cc(C(=O)N/N=C/c2ccc(-c3ccccc3[N+](=O)[O-])o2)n[nH]1 | -10 | -2 | 48* | -4 | 2 | 1.6 | 104 | -8 | 1.8
COc1cc(C2OCC3C(c4cc(OC)c(OC)c(OC)c4)OCC23)cc(OC)c1OC (stereo unspecified) | -2 | -7 | . | -14 | 7 | 0.1 | 112 | . | -1.2
COc1ccc(C2C(C(=O)Nc3ccccc3OC)=C(C)Nc3nnnn32)c(OC)c1 (stereo unspecified) | 2 | -6 | 10 | -2 | 4 | 2.2 | 104 | -4 | 0.5
O=C(O)c1ccc(CSc2nnc(COc3ccc(Cl)cc3Cl)o2)cc1 | -9 | -1 | . | -12 | 11 | 8.0 | 111 | . | 8.3
O=C1NCC(COCC2CC=CCC2)O1 (stereo unspecified) | 5 | -5 | 1 | -2 | 4 | 0.1 | 102 | -15 | 0.8
CN(C)c1ccc(/C=N/NC(=O)c2cc(-c3ccc4c(c3)OCO4)n[nH]2)cc1 | -8 | -1 | -2 | -3 | -20 | 2.8 | 84 | -1 | -2.0
COC(=O)c1ccc(C)c(NC(=O)CCSc2ccc(Cl)cc2)c1 | -12 | -3 | -2 | -1 | . | 3.7 | . | -1 | 0.0
O=c1/c(=C/c2ccc(O)cc2)sc2n1CCCN=2 | -12 | -4 | 19 | 5 | -13 | 3.1 | 85 | 14 | 3.5
CC(CCc1ccccc1)NCc1cccc2ccccc12 (stereo unspecified) | -13 | -7 | 4 | 35 | 8 | 8.0 | 135* | -3 | 7.7
O=C(NCc1ccco1)c1cccc2c1C(=O)N(C1CCCCC1)C2 | -13 | -7 | 6 | 7 | 3 | -1.0 | 99 | 0 | -1.5
O=C(/C=C\Nc1ccccn1)c1ccccc1 | -5 | -3 | 5 | -5 | 14 | -0.5 | 104 | -8 | -1.4
NCCSC1CC(=O)N(Cc2ccc(F)cc2)C1=O (stereo unspecified) | 6 | 0 | -12 | 2 | 0 | -0.9 | 98 | -12 | 0.8
Cc1cc(=O)oc(C)c1C(=O)NCCN1CCOCC1 | 3 | -3 | 6 | -8 | -5 | -0.2 | 98 | -19 | 0.9
COc1ccccc1N1CCN(C(=O)CN(c2cc(C)cc(C)c2)S(C)(=O)=O)CC1 | -5 | -2 | -14 | 5 | -16 | 1.6 | 75 | 5 | 0.9
CC1(c2ccccc2)NC(=O)N(CC(=O)Nc2ccccc2C(=O)N2CCCCC2)C1=O (stereo unspecified) | -2 | -4 | . | . | . | 0.4 | . | . | 1.0
COc1ccc(N(C(=O)c2ccco2)C(C(=O)NC2CCCCC2)c2ccccc2)cc1 (stereo unspecified) | -7 | 1 | -6 | . | 4 | 0.0 | 102 | 16 | 4.5
NC(=O)CC(NC(=O)c1cccc(Br)c1)c1ccc(NC2CCCCCCC2)c([N+](=O)[O-])c1 (stereo unspecified) | -2 | 0 | 0 | 2 | 0 | 0.5 | 96 | 0 | -0.7
COc1ccc(C(=O)NC2CCCCCC2)cc1S(=O)(=O)N1CCOCC1 | -1 | 1 | 2 | 14 | 7 | 1.1 | 103 | -14 | 0.3
CC1CCN(S(=O)(=O)c2ccc(C(=O)N(C)C3CCS(=O)(=O)C3)cc2)CC1 (stereo unspecified) | 4 | 1 | . | . | . | 0.4 | . | . | -1.9
O=C(c1ccccc1)c1ccc(OCC(O)CN2CCOCC2)cc1 (stereo unspecified) | -13 | 6 | 0 | . | -3 | 0.3 | 94 | -9 | 1.6
Cc1ccc(CCNC(=O)CN2C(=O)COc3ccccc32)cc1 | -4 | -3 | 1 | 9 | -3 | 0.4 | 89 | -2 | -1.1
Cc1ccccc1N(CC(=O)N/N=C/c1ccc(Cl)cc1)C(=O)c1ccccc1 | -4 | -5 | -3 | -2 | 0 | 1.1 | 95 | -4 | -0.3
Cc1cccc(NC(=O)/C(=C\c2ccco2)NC(=O)c2ccccc2)c1 | -1 | -6 | -9 | -8 | 1 | -0.2 | 98 | -5 | -0.8
COc1cc(C)nc(N(C)S(=O)(=O)c2ccccc2Cl)n1 | -1 | -10 | -1 | 9 | 1 | 1.0 | 92 | -11 | 0.4
Cc1ccc(C(=O)O)cc1NC(=S)NC(=O)c1ccc(-c2ccccc2)cc1 | -20 | -1 | 0 | -3 | 3 | 0.1 | 104 | -8 | -2.6
Cc1ccc(NC2=C(Cl)C(=O)OC2OC(=O)c2ccccc2)c(C)c1 (stereo unspecified) | -26 | -8 | -9 | -10 | -3 | 2.0 | 91 | -2 | -1.9
O=C(N/N=C/c1ccco1)C12CC3CC(CC(C3)C1)C2 | -3 | -1 | 6 | -10 | -1 | 0.1 | 100 | -12 | -1.5
CCN(CC)S(=O)(=O)c1ccc2oc(C(=O)Nc3ccc(OC)cc3OC)c(C)c2c1 | 1 | -3 | 4 | 13 | -2 | -0.6 | 99 | -13 | 0.6
O=C1c2cccc3cccc(c23)N1Cc1cccc(F)c1 | -4 | -4 | -7 | 24 | 3 | -0.8 | 101 | -4 | -1.8
CSCCC(=O)N1CCCC(CO)(CCCc2ccccc2)C1 (stereo unspecified) | 3 | -10 | -12 | 8 | 10 | 0.6 | 102 | 14 | 0.0
CCCCOC(=O)C1[C@H]2C(=O)N(c3ccccc3CC)C[C@]23C=C[C@H]1O3 (stereo partly specified) | -7 | -4 | -2 | 20 | 2 | -1.0 | 101 | 4 | -1.7
CN(C)S(=O)(=O)c1ccc(C(=O)NCc2ccccn2)cc1 | -5 | -5 | 3 | -8 | -4 | 0.5 | 100 | -7 | 0.1
O=C(Cn1cc2c(n1)CCCC2)NCc1ccccn1 | -5 | 1 | -14 | 25 | 0 | 0.4 | 102 | -4 | 0.5
COc1ccc(CN(CC2CCCO2)S(=O)(=O)c2ccc(-n3cnnn3)c(OC)c2)cc1 (stereo unspecified) | 0 | -3 | -1 | -12 | -7 | 1.3 | 94 | -1 | 0.1
O=C(NCc1nc2ccccc2[nH]1)C1=C[C@@H](c2ccccc2)C[C@@H](OCc2ccc(CO)cc2)O1 | -19 | -2 | -4 | -2 | 6 | -0.2 | 106 | -8 | -1.9
Cc1c(O)c2c(=O)n(-c3ccccc3)c(-c3ccccc3)cc2oc1=O | 0 | -3 | -2 | 30 | -5 | 0.7 | 92 | -7 | 0.7
COc1ccc(CCn2c(=N)c(C(=O)NCC3CCCO3)cc3c(=O)n4cccc(C)c4nc32)cc1OC (stereo unspecified) | -9 | 2 | 5 | 7 | 0 | 2.3 | 101 | -3 | 0.7
COc1cccc(/C=N/NC(=O)c2cccc3ccccc23)c1OC | -1 | -5 | . | . | . | -0.3 | . | . | -1.3
CCOc1ccc(C2C=C(c3ccc(C)cc3)Nc3ncnn32)cc1 (stereo unspecified) | -7 | . | 16 | -2 | -1 | 2.3 | 96 | 2 | -0.9
c1coc(-c2ccnc3ncnn23)c1 | 1 | -2 | -3 | 3 | -6 | 0.2 | 92 | -5 | -0.4
CCOCCCn1c(SCC(=O)NC(C)C)nc2ccccc2c1=O | 2 | -4 | 1 | 15 | 6 | -0.5 | 104 | 27 | -0.6
O=C(NCCCN1CCN(c2ccc(F)cc2)CC1)c1cccc(N2CCCC2=O)c1 | -8 | -6 | -12 | 29 | 17 | 0.8 | 120 | -8 | -0.2
CN(CCNC(=O)CN1C(=O)CSc2ccc(S(=O)(=O)N3CCCC3)cc21)Cc1ccccc1 | -6 | -8 | -8 | 7 | 6 | 0.2 | 107 | -2 | -0.2
Cn1c(CNc2cccc(C(F)(F)F)c2)n[nH]c1=S | -7 | -1 | 9 | 10 | -9 | 0.2 | 97 | 6 | 0.6
CCN1CCN(c2c(Cl)cccc2NC(=O)c2ccc([N+](=O)[O-])cc2)CC1 | -11 | -4 | 3 | 8 | 9 | 1.1 | 117 | -3 | 4.5
COc1ccc(C2NC(=O)NC(O)(C(F)(F)F)C2C(=O)c2ccc(F)cc2)cc1 (stereo unspecified) | -3 | 8 | 1 | 1 | 2 | 2.0 | 100 | -14 | 2.0
Cc1noc(C)c1S(=O)(=O)N(C)C[C@H]1Oc2c(cccc2N(C)C)C(=O)N([C@H](C)CO)C[C@@H]1C | 3 | -3 | . | . | . | 0.4 | . | . | 0.0
Cc1cc2c(s1)c1cnn(-c3ccccc3)c(=O)c1n2C | 0 | -4 | . | . | . | 3.9 | . | . | 1.4
O=C(COc1cc(Cl)ccc1Cl)Nc1ccc2[nH]c(=O)[nH]c2c1 | 3 | 2 | . | . | . | 0.4 | . | . | 1.0
C=CCN1CCc2c(cc(O)c(O)c2Br)[C@@H](c2ccccc2)C1 | -3 | 0 | . | . | 1 | -0.4 | 104 | . | -1.5
CC(C)CCNS(=O)(=O)c1ccc(-c2ccc(S(=O)(=O)NCCC(C)C)cc2)cc1 | -2 | -4 | 0 | 2 | -6 | -0.1 | 89 | -2 | 0.2

Complete entries, quoted from the list.
CC(C)CCNS(=O)(=O)c1ccc(-c2ccc(S(=O)(=O)NCCC(C)C)cc2)cc1 is listed with OXTR potentiate: -2; GalR3 antagonist: -4; M18AAP inhibitor: 0; NALP1 yeast inh: 2; MEKK2 mut-MEK5: -6; V1aR counter: -0.1; MEKK2 WT-MEK5: 89; GPR7 antagonist: -2; OXTR agonist: 0.2
O=C(COc1cc(Cl)ccc1Cl)Nc1ccc2[nH]c(=O)[nH]c2c1 is listed with OXTR potentiate: 3; GalR3 antagonist: 2; M18AAP inhibitor: .; NALP1 yeast inh: .; MEKK2 mut-MEK5: .; V1aR counter: 0.4; MEKK2 WT-MEK5: .; GPR7 antagonist: .; OXTR agonist: 1.0

From PubChem BioAssay
